ABCB6 inh MLPCN – blocks the human ABCB6 transporter. actives 0.19% (n = 360,000). fluorescence ratio to DMSO, % at 10 µM. K562-ABCB6 porphyrin accumulation, flow cytometry, 1 h; hits give low values;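 active means fluorescence ratio to DMSO below 75%, the collection mean minus 3 SD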;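 further: signal is porphyrin accumulated inside mitochondria; 100% equals median channel fluorescence of DMSO control wells; lower ratio means ABCB6 inhibition with less porphyrin fluorescence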
PDI inh – blocks human protein disulfide isomerase activity; P07237; PDI insulin aggregation turbidity, A650, 90 min; inhibition, % at 10 µM; actives 0.052% (n = 350,000); AID 588391;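 active means mean inhibition across replicates of 30% or more, whatever share of single replicates reach that level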;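 further: absorbance from insulin aggregation driven by PDI reduction with DTT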
H9c2 protect – myocardial damage modulation in H9c2 cells; H9c2 cardiomyocytes, H2O2 injury protection, ATPLite, 2 h; protection from H2O2 cell death, % at 20 µM; actives 0.63% (n = 360,000);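 active means compounds giving at least 50% protection of heart cells from peroxide-induced death in the single-dose screen, raw or plate-pattern-corrected value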;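 further: 0% = DMSO wells with peroxide and 100% = DMSO wells without peroxide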
N-glyco inh – blocks N-linked glycosylation in D54 reporter cells | AID 588692 | D54 ERlucT glycosylation luciferase reporter, 24 h; percent of 100 nM tunicamycin response | reporter increase, % at 12.5 µM | actives 0.23% (n = 360,000);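 active means mean luciferase reporter signal, scaled so untreated is 0 and the glycosylation-blocking control 100, at or above a set limit in every replicate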;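 further: luciferase carries N-glycosylation sites so blocking glycosylation raises the light; 0% = median of neutral control wells and 100% = median of 100 nM tunicamycin wells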
m5-HT2A agonist – mouse HTR2A agonism via beta-arrestin recruitment; P35363; CHO-K1 mHTR2A beta-arrestin complementation, luminescence; percent of 30 µM serotonin response; activation, % at 7.6 µM; actives 0.66% (n = 360,000);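 active means activation above a run cutoff, the mean activation of all tested compounds plus 3 SD, cut at about 14% in these data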;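 further: 0% = plate median of compound wells and 100% = 30 µM serotonin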
Target sequence (P35363 whole entry, looked up): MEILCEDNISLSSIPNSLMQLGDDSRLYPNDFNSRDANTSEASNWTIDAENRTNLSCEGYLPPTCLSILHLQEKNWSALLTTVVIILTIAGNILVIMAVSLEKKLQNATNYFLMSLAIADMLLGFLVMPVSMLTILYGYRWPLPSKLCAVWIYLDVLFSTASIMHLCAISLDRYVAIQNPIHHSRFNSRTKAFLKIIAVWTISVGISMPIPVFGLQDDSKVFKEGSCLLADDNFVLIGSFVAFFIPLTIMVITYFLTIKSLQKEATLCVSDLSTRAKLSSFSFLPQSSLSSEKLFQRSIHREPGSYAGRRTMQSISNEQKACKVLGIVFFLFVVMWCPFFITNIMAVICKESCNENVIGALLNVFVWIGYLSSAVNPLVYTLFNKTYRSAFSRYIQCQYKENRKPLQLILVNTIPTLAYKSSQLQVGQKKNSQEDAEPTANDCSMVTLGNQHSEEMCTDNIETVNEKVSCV
MC4R antag cAMP – antagonists of human melanocortin 4 receptor (MC4R) | P32245 | MC4R-expressing cells, MTII-stimulated cAMP, LANCE TR-FRET | inhibition, % at 6.5 µM | actives 0.48% (n = 360,000);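 active means inhibition above its plate's cutoff, the mean of tested wells on that plate plus 3 SD, cut at about 29% in these data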;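 further: 0% = Melanotan II alone and 100% = Melanotan II plus saturating MCL0020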
Target sequence (P32245 whole entry, looked up): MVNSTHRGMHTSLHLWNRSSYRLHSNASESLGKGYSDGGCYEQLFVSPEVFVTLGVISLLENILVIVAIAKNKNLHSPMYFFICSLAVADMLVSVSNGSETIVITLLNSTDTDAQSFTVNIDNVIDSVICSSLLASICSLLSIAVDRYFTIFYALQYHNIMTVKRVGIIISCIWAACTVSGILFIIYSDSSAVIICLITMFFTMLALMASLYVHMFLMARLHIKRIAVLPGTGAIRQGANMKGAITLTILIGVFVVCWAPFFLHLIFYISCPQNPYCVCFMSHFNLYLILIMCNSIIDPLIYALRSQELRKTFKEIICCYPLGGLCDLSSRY
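system = U2OS cells with stable human MC4R expression | also added = Melanotan II challenge after compound preincubation | dosing = one concentration, 6.5 µM nominal | incubation = compound 30 min, challenge 1 h, detection 1 h | measured by = TR-FRET with Eu-cAMP and labeled anti-cAMP, 671 nm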
CaV13 FRET inh – Disruptors of the CACNA1D IQ motif to Ca2+-dependent inactivation inhibitor domain association, primary screening, Förster resonance energy transfer in intact living … | HEK cells, CFP/YFP FRET ICDI-IQ, plate reader, 10 min; percent FRET-ratio fall versus neutral wells | actives 0.098% (n = 340,000) | AID 743397 | inhibition, % at 12.3 µM;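 active means mean replicate inhibition of at least 30% and at least 1% of replicates passing that level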;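 further: 0% = median of the neutral control wells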
MC4R ag barr – agonists of human melanocortin 4 receptor (MC4R) beta-arrestin; activation, % at 8.9 µM; AID 540308; U2OS MC4R beta-arrestin complementation, luminescence; percent of melanotan II response, DMSO zero; actives 0.98% (n = 360,000);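 active means activation above a per-plate cutoff, the mean activation of sample wells on that plate plus 3 SD, cut at about 8% in these data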
Vif imaging – inhibitors of HIV Vif | HEK293T cells, Vif self-association by quenched fluorescence, imaging, 24 h | inhibition, % at 7.49 µM | actives 0.35% (n = 340,000); in the data active means inhibition above about 50%, passing the limit was not always enough; further: some results filed as inactive read as strong as hits
aDG glyco act – alpha-DG glycosylation activation. activation, % at 10 µM. AID 624168. actives 0.22% (n = 360,000). Pro5-aDG cells, alpha-DG glycosylation AlphaScreen (IIH6); 0% Pro5, 100% B10-LARGE cell signal;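 active means activation of at least 8% versus controls, or a plate z-score of at least 8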;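 further: Pro5 are CHO cells carrying HIG-tagged alpha-DG that lacks glycosylation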
* marks the source's active call; other numbers are inactive results; . = not tested or not shown.

SMILES | ABCB6 inh MLPCN | PDI inh | H9c2 protect | N-glyco inh | m5-HT2A agonist | MC4R antag cAMP | CaV13 FRET inh | MC4R ag barr | Vif imaging | aDG glyco act
Cc1ccccc1C(=O)Nc1cccc(NC(=O)c2ccccc2[N+](=O)[O-])c1 | 94.0 | 5.5 | 2.3 | -1.3 | -2.9 | 2.3 | -4.1 | -1.1 | -0.5 | 0.1
CCOC(=O)C1=C(C)NC(=S)N(C(C)=O)C1c1ccccc1 (stereo not drawn) | 98.0 | -17.9 | 8.4 | 0.5 | 3.4 | -7.0 | -7.5 | 0.3 | -1.8 | -0.1
O=C(COC(=O)c1ccc(NS(=O)(=O)c2cccs2)cc1O)Nc1ccc(F)cc1 | 98.0 | 2.6 | -2.0 | -1.9 | -2.3 | 14.7 | -16.0 | -1.2 | -2.3 | 0.1
Cc1cccc(-c2nc(CS(=O)CC(=O)NC3CCCC3)c(C)o2)c1 (stereo not drawn) | 97.0 | . | -5.3 | 0.0 | -0.2 | 2.6 | -7.6 | 0.7 | 20.2 | -0.3
O=C(OCc1nnc(-c2ccccc2)o1)c1ccc2c(c1)OCCO2 | 101.0 | -3.6 | -25.7 | -0.2 | -0.2 | 18.0 | -5.3 | -1.0 | -1.0 | -0.1
COc1ccccc1NC(=O)c1ccc(-c2nn(C)c(=O)c3ccccc23)cc1 | 101.0 | -7.0 | -9.0 | 2.9 | 4.9 | 21.2 | -5.0 | 1.2 | -5.5 | 0.0
CCOCC(=O)Nc1cc([N+](=O)[O-])ccc1C | 90.0 | -7.3 | -3.9 | 3.8 | -1.6 | 12.9 | -5.5 | 0.8 | 7.6 | -0.3
CCN1CCN(CCC(=O)Nc2ccc(Br)cc2)CC1 | 94.0 | -14.0 | 7.4 | -2.9 | 4.9 | 4.0 | -2.8 | -2.0 | 6.2 | 0.1
COc1ccc2[nH]c3c(=O)n(Cc4ccco4)cnc3c2c1 | 94.0 | -4.2 | -4.7 | -0.1 | -5.3 | 11.0 | -4.8 | -3.1 | -14.0 | 0.5
COc1ccc(/C(O)=C2/C(=O)C(=O)N(CCN3CCOCC3)C2c2ccccn2)cc1 (stereo not drawn) | 98.0 | 2.8 | 7.4 | 1.9 | -0.1 | 5.6 | -5.3 | 0.0 | -7.1 | -0.1
C=CCN(c1ccccc1)S(=O)(=O)c1cccc(C(=O)NNC(=O)c2ccccc2O)c1 | 91.0 | 1.4 | 28.1 | -9.4 | 4.0 | -7.0 | -6.5 | -1.1 | -5.3 | 0.1
CN(C)/C=C(/C(=O)c1ccc(Cl)cc1)S(=O)(=O)c1ccccc1 | 99.0 | -5.0 | -8.9 | 0.7 | -2.8 | -0.1 | -8.2 | -2.8 | 0.1 | 0.2
COc1cccc(N2CCN(C3CC(=O)N(c4ccc(Cl)cc4)C3=O)CC2)c1 (stereo not drawn) | 96.0 | 4.6 | 6.1 | 1.2 | -3.0 | -0.3 | . | -0.9 | 5.0 | -0.1
COC(=O)[C@H](CC(C)C)NC(=O)Nc1cccc(Br)c1 | 103.0 | -8.1 | 0.8 | 2.9 | -3.4 | 5.3 | -4.0 | -0.4 | -2.3 | -0.5
Cc1ccn2c(C(=O)CSc3ccccc3Cl)c(C)nc2c1 | 99.0 | 3.3 | -2.1 | 1.7 | -4.2 | 7.9 | -2.2 | 7.2 | 15.3 | 0.2
COc1ccc(N2C(=O)CCC(C(=O)N3CCCCC3)C2c2ccc(OC)c(OC)c2)cc1 (stereo not drawn) | 98.0 | -8.9 | 1.5 | 2.9 | 8.6 | 0.0 | -5.8 | -1.8 | -0.2 | 0.1
O=C(N=Nc1c(O)[nH]c2ccc([N+](=O)[O-])cc12)c1ccccc1[N+](=O)[O-] | 98.0 | -7.3 | -3.2 | -1.3 | 0.3 | 7.7 | -13.6 | 0.0 | 2.0 | 0.0
C/C(=N\OCc1ccc(C#N)cc1)c1ccccc1 | 91.0 | 8.5 | -3.7 | 0.9 | -1.4 | 8.0 | -5.2 | 0.0 | 2.9 | 0.1
FC(F)(F)c1cccc(Oc2ccc3c(C(F)(F)F)cc(C(F)(F)F)nc3n2)c1 | 106.0 | -2.8 | -0.4 | 3.2 | 3.6 | 9.5 | -6.0 | 3.3 | 9.1 | 0.2
CCN(CC)C(=O)C1CCCN(C(=S)Nc2cccc3ccccc23)C1 (stereo not drawn) | 97.0 | -1.5 | -1.7 | -0.7 | -0.9 | 0.9 | -4.5 | -1.6 | 6.7 | 0.0
CC(C)C[C@H]1CN(CCCC[C@H]2CNC(=O)C(=O)N2CCc2ccccc2)C(=O)C(=O)N1Cc1ccccc1 | 98.0 | . | . | . | 5.4 | . | -6.8 | . | . | 0.0
COc1cccc(OC)c1C(=O)NN1CCCCC1 | 103.0 | 10.0 | -2.3 | 0.7 | 7.5 | 12.5 | -7.1 | -1.8 | . | -0.2
C[C@H](NC(=O)c1ccc(C(C)(C)C)cc1)C(=O)N1CCC2(CC1)NCCc1[nH]cnc12 | 100.0 | 1.4 | 4.4 | -0.6 | 2.6 | -2.0 | -6.7 | 0.5 | 2.6 | -0.1
COc1cc(OC)cc(-c2c(C#Cc3ccsc3)c3cc(-c4cc(OC)c(OC)c(OC)c4)ccc3n2C)c1 | 99.0 | -6.4 | -6.3 | 0.8 | 3.6 | 8.4 | -3.3 | -1.5 | 0.8 | -0.4
COc1ccc(N2CCN(c3oc(-c4ccco4)nc3C#N)CC2)cc1 | 100.0 | 8.4 | 2.4 | 5.9 | 0.5 | 4.4 | -8.4 | 0.8 | -3.4 | -0.1
CCN(C(=O)CN1CCCCC1)C1(C)C(=O)c2ccccc2C1=O | 98.0 | -0.4 | 1.9 | 1.7 | 4.7 | 14.7 | 6.4 | -0.1 | -4.8 | 0.4
COC(=O)CC1C(=O)NCCN1C(=O)CSc1nc2ccc([N+](=O)[O-])cc2s1 (stereo not drawn) | 98.0 | 2.1 | 1.5 | -4.7 | 4.7 | -1.8 | -2.5 | -2.6 | 0.4 | 0.0
Cc1c(C(=O)O)cccc1-n1c(C)cc(/C=C(/C#N)C(=O)NCc2ccccc2)c1C | 102.0 | 1.1 | -3.6 | 1.6 | -0.5 | 3.0 | -4.9 | -1.6 | -3.7 | 0.7
COc1cc(C=C2CN(C)C(=O)C2=O)ccc1O | 103.0 | 1.4 | -1.2 | 0.5 | -2.6 | -28.9 | -11.0 | -3.9 | . | -0.1
COC(=O)CSc1nc(N)c(C#N)c(CC(C)C)c1C#N | 95.0 | 2.4 | -10.6 | 3.0 | 2.3 | -3.4 | -2.9 | 2.4 | 3.5 | 0.5
COc1cc2c(cc1NC(=O)c1cccc(Br)c1)CCCC2 | 96.0 | -1.2 | -28.8 | -1.8 | -4.5 | 1.8 | 6.9 | -0.1 | 16.1 | 0.3
CN(/N=C/c1ccccc1Cl)c1ncc(Cl)cc1C(F)(F)F | 99.0 | -6.1 | -4.0 | 0.9 | -0.8 | -2.7 | -4.3 | 1.1 | 0.5 | 0.3
O=C(Cc1ccc(Cl)cc1)Nc1ccccc1C(=O)N1CCCCC1 | 98.0 | 0.3 | 10.6 | 0.7 | -1.6 | -1.6 | . | -1.6 | 1.4 | -0.3
O=C(Nc1ccc(Br)cc1)C1OCCc2ccccc21 (stereo not drawn) | 100.0 | 5.1 | -2.9 | -1.7 | -8.6 | 3.0 | -15.2 | -2.4 | 4.5 | 0.0
COc1ccc(C2C(C(=O)Nc3ccccc3OC)=C(C)Nc3nnnn32)c(OC)c1 (stereo not drawn) | 100.0 | -2.0 | 13.7 | -1.1 | -0.6 | 11.2 | -4.5 | -1.3 | -9.5 | -0.1
Cc1ccc(S(=O)(=O)N(Cc2cc3cc4c(cc3[nH]c2=O)OCCO4)CC2CCCO2)cc1 (stereo not drawn) | 104.0 | -5.6 | 6.9 | 1.7 | -1.6 | 10.8 | -4.5 | -0.8 | 11.6 | 0.1
CC(=O)N1CCc2cc(S(=O)(=O)NCCC(=O)NCCc3ccc(Cl)cc3)ccc21 | 103.0 | -2.3 | -6.3 | -0.1 | -5.0 | 5.5 | -1.9 | -1.6 | -6.5 | 0.2
COc1ccc(NC(=O)C(c2ccc(Cl)cc2)C(C)C)cn1 (stereo not drawn) | 100.0 | 6.5 | -3.3 | -2.1 | -1.9 | -7.6 | . | -3.3 | -5.1 | 0.2
Cc1ccccc1CSCCC(=O)NCCc1ccccc1 | 97.0 | 7.7 | -1.6 | -1.2 | 3.3 | 4.4 | 7.9 | -0.6 | 4.5 | 0.0
COc1cccc(C2c3c(-c4cc(Cl)c(C)cc4O)n[nH]c3C(=O)N2Cc2cccnc2)c1 (stereo not drawn) | 106.0 | 5.4 | -6.4 | -1.2 | 12.8 | 23.8 | . | 0.7 | -1.7 | -0.1
CCc1cccc(C)c1NC(=O)C1CN(S(=O)(=O)c2ccccc2)CCN1S(=O)(=O)c1ccccc1 (stereo not drawn) | 94.0 | -7.1 | 8.2 | 0.1 | 2.9 | 24.1 | -2.6 | -0.4 | -4.3 | 0.2
CCOc1ccc2c(c1)-c1c(ssc1=S)C(C)(C)N2 | 100.0 | 3.6 | -8.2 | 1.3 | -3.0 | 6.1 | . | -5.0 | 0.1 | -0.5
Cc1ccccc1NC(=S)N(CCCN1CCC(C)CC1)Cc1ccco1 | 96.0 | -13.2 | 1.4 | -0.2 | -1.0 | -0.2 | -4.0 | -2.9 | 11.0 | 0.0
O=C(C1CCCN(S(=O)(=O)c2ccccc2[N+](=O)[O-])C1)N1CCN(c2ccccc2)CC1 (stereo not drawn) | 97.0 | -1.0 | 5.0 | -2.1 | -0.6 | -0.8 | -4.1 | -0.3 | . | 0.2
C#Cc1ccc([C@@H]2C=C(C(=O)Nc3ccccc3)O[C@H](OCC)[C@H]2CCCO)cc1 | 99.0 | 2.7 | -0.3 | 2.6 | 4.0 | 9.8 | -8.8 | 1.2 | -1.3 | 0.6
O=C(CCC(=O)N1CCOc2ccccc21)N1CCOCC1 | 93.0 | . | 1.6 | 0.6 | 2.8 | 10.6 | -5.4 | -0.6 | 8.5 | 0.0
O=C(COC(=O)c1cccnc1Cl)NC12CC3CC(CC(C3)C1)C2 | 103.0 | -6.7 | 0.6 | 1.1 | 5.2 | 18.2 | -4.4 | -0.3 | -4.1 | 0.0
COc1ccc(NC(=O)c2ccccc2NC(=O)c2cccs2)cc1 | 166.0 | -1.1 | -4.8 | -0.2 | -0.7 | 7.8 | -3.5 | 1.9 | 2.5 | -0.1
Cc1oc(-c2ccc(F)cc2)nc1CN(Cc1ccccn1)CC1CCCO1 (stereo not drawn) | 106.0 | -7.4 | 10.3 | -0.6 | 0.4 | 5.2 | 2.9 | -0.8 | -15.5 | 0.2

In another format: 2 of the compounds above.
SMILES,ABCB6 inh MLPCN,PDI inh,H9c2 protect,N-glyco inh,m5-HT2A agonist,MC4R antag cAMP,CaV13 FRET inh,MC4R ag barr,Vif imaging,aDG glyco act
Cc1oc(-c2ccc(F)cc2)nc1CN(Cc1ccccn1)CC1CCCO1 (stereo not drawn),106.0,-7.4,10.3,-0.6,0.4,5.2,2.9,-0.8,-15.5,0.2
O=C(COC(=O)c1cccnc1Cl)NC12CC3CC(CC(C3)C1)C2,103.0,-6.7,0.6,1.1,5.2,18.2,-4.4,-0.3,-4.1,0.0

Source: PubChem
